# Screens as filed in PubChem.
# AmpC inh no detg = inhibitors of E. coli AmpC beta-lactamase without detergent; AmpC nitrocefin hydrolysis, absorbance 480 nm, 0.0001% Triton; Potency, µM (highest dose often 57.1 µM), inactives show at the highest dose activity change, negative = inhibition, most hits filed as inhibitors; 0.52% of 330,000 active; AID 485341;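 further: potency means the concentration at half of the fitted maximal effect; plate controls were no compound for no effect and no enzyme for full effect; nearly all actives have a fitted effect of over 20% in size; some results filed as inactive show a strong effect at the top dose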
# Target sequence (P00811 whole entry, looked up): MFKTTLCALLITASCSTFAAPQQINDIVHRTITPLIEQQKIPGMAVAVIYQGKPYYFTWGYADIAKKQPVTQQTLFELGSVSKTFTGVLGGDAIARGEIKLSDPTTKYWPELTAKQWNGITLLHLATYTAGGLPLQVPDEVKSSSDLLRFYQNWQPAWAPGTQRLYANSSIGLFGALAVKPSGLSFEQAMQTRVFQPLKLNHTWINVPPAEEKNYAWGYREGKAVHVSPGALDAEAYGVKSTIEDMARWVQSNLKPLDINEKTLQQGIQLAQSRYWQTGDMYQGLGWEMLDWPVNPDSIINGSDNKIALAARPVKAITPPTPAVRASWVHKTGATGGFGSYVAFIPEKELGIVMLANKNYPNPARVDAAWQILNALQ
#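 20 mM phosphate pH 7.0 + 0.01% (detergent screen) or 0.0001% Triton X-100; 5.3 nM AmpC reagent; cpd preinc 15 min RT; nitrocefin (800 uM stock) to start; A480 q20 s × 4 min; Activity was normalised to no-enzyme and no-compound control wells.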
# AmpC detergent = AmpC beta-lactamase inhibition with detergent present. AID 485294. AmpC hydrolysis of nitrocefin, absorbance 480 nm, 0.01% Triton. P00811. 0.041% of 370,000 active. Potency, µM (highest dose often 114 µM), for the others: at the top dose activity change, negative = inhibition, actives largely listed as inhibitors;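 further: potency means the concentration at half of the fitted maximal effect; 0% = no-compound wells and -100% = no-enzyme wells; nearly all actives have a fitted effect of over 25% in size; some results filed as inactive show a strong effect at the top dose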
#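 AmpC (5.3 nM in the dispensed reagent) in 20 mM phosphate pH 7.0 with 0.01% (detergent screen) or 0.0001% Triton X-100 was preincubated with compounds for 15 min at room temperature. Nitrocefin was then added from an 800 uM solution, and hydrolysis was followed at 480 nm.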
# Giardia FBPA inh = Giardia lamblia aldolase inhibition. 0.71% of 290,000 active. A8B2U2. Potency, µM (series often up to 59.6 µM), without a hit: at the highest dose activity, negative = inhibition, actives largely listed as inhibitors. purified Giardia FBPA; further: potency means the concentration at half of the fitted maximal effect; nearly all actives have a fitted effect of over 55% in size
# Target sequence (A8B2U2 whole entry, looked up): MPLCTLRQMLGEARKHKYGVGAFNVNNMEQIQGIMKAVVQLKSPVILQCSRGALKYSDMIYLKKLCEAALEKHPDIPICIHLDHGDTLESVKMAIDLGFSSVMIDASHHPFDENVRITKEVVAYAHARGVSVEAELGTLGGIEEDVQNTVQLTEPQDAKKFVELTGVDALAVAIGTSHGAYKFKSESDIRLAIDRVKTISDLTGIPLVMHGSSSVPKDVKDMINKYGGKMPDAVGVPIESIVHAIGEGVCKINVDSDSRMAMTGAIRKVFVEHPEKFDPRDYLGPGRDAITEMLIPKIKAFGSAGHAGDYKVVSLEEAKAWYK
#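 Giardia FBPA (40 nM reagent) was preincubated 10 min at RT with compound (up to 57.5 uM final), then substrate plus GAPDH/TPI/NAD/arsenate coupling system with diaphorase/resazurin was added; resorufin fluorescence (525/598 nm) was read after 20 min.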
# Sm TGR inh = blocks Schistosoma mansoni thioredoxin glutathione reductase. 3% of 360,000 active. purified TGR, DTNB reduction, TNB absorbance 405 nm. Potency, µM (series often up to 114 µM), for the others: top-dose activity change, negative = inhibition, usual class: inhibitors. AID 485364. Q962Y6; further: potency means the concentration at half of the fitted maximal effect; nearly all actives have a fitted effect of over 60% in size
#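 First, TGR (20 nM dispensed) and NADPH were mixed with compound. Second, a 15 min room-temperature incubation followed. Third, further NADPH and then DTNB were added to start the reaction. Finally, TNB absorbance was monitored kinetically.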
# HCMV inh = human cytomegalovirus inhibition. 4.5% of 410,000 active. AID 1259415. activity change, negative = inhibition, % at 57.5 µM. HFF cells, HCMV-luciferase reporter, 72 h; hits give low values; in the data active means activity change below about -60%; inconclusive means no clear call, values can overlap the other calls; inactive means above about -39%
#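 Two compound doses tested in HFFs infected with HCMV-luciferase, MOI 1 PFU/cell, 72 h at 37C. Lysate luminescence read with OneGlo; data normalized against buffer-only and 10uM Salinomycin inhibitor controls.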
# HCV inh = blocks hepatitis C virus; 3.4% of 340,000 active; Potency, µM (series often up to 41.8 µM), inactives show at the highest dose activity change, negative = inhibition, most hits filed as inhibitors; Huh7.5.1 HCVcc-Cre infection, luciferase reporter, 44 h; further: potency means the concentration at half of the fitted maximal effect
#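 Compounds are dispensed onto cells plated 4 h earlier at 1,000 per well, with HCVcc-Cre virus (about 0.5 moi) added next. Following 44 h of culture, luminescent signal is measured for 15 sec after 15 min with substrate at room temperature.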
# Numbers without * were called inactive; ? = inconclusive; / = no result given; & = joins results of further samples; [ ] = remark or other dose. Unless noted, the call rests on the fitted dose curve; in most records, active means well fitted curve in the direction sought with a large enough effect; inconclusive means small, poorly fitted or top-dose-only effect, or another doubt; inactive means no such curve, though single readings can be large; an effect the other way counts as inactive or inconclusive. Unless noted, on the % scale 0 is the no-effect control and ±100 the full control effect.
SMILES,AmpC inh no detg,AmpC detergent,Giardia FBPA inh,Sm TGR inh,HCMV inh,HCV inh
COc1ccc(OC)c(NC(=O)c2cnn(-c3ccc(C)cc3)c2C2CCNCC2)c1,/,-3%,/,5%,-17,/
CC1=C(c2ccc(Cl)cc2)S(=O)(=O)N=C1N1CCN(c2cccc(C(F)(F)F)c2)CC1,/,-6%,/,-7%,-60*,/
Cc1ccc(S(=O)(=O)N2CCOCC2)cc1NC(=O)CN1C(=O)NC(C)(c2ccc(Cl)cc2Cl)C1=O (configuration not stated),8%,/,/,/,18,-27%
Oc1ccc(Cl)c(Cl)c1,-20%,3%,/,-18%,-4,-2%
CC(=O)Oc1ccc(/C=N/NS(=O)(=O)c2ccccc2)cc1,-11%,-6%,0%,/,-10,-5%
CCCCN(CCCC)S(=O)(=O)c1ccc2oc(C(=O)N3CCOCC3)c(C)c2c1,143%[activator],2%,14%,2%,?,3%
CC(C)(C)c1ccc(OCC(=O)NNC(=O)c2cccnc2)cc1,-11%,5%,8%,19%,-28,12%
CC(=O)c1cc(C#N)c(N2CCOCC2)nc1C,-15%,?,0%,19%,2,-9%
COc1ccc(C(=O)Nc2nnc(-c3ccccc3)s2)cc1,-5%,-2%,20%,0%,30,2%
CCNc1nc2c(c(=O)[nH]c(=O)n2C)n1CCCc1ccccc1,113%[activator],?,3%,-16%,54,-8%
O=C(CCCCn1c(=O)c2ccccc2n(Cc2cccc(F)c2)c1=O)NCc1ccc2c(c1)OCO2,/,3%,/,-1%,8,/
CN1C(=O)c2ccc(NC(=O)C3CC3)cc2C1=O,-24%,-3%,/,1%,17,11%
O=C(Nc1ccc(OCc2cc(=O)n3ccccc3n2)cc1)c1ccccc1Cl,/,21%,/,5%,-28,/
CCc1cc(=O)oc2cc(OCc3nn[nH]n3)ccc12,-12%,-4%,0%,1%,/,6%
COC(=O)c1nnn(CC(=O)NC(=O)Nc2ccccc2)c1C(=O)OC,-3%,-10%,2%,-6%,-27,-5%
CN(CCc1ccccc1)C1CCCN(S(=O)(=O)c2cccc(F)c2)C1 (configuration not stated),14%,-12%,-1%,-34%,37,9%
CCOCCCNc1c2c(nc3cc(-c4ccc(F)cc4)nn13)CCC2,-34%,0%,-5%,1%,3,0%
O=C(CCCOc1ccc(Cl)cc1Cl)N1CCCc2ccccc21,27%,?,-3%,-10%,-27,?
Cc1ccccc1CS(=O)(=O)CCC(=O)O,-30%,-1%,6%,7%,-13,20%
CCOC(=O)Cc1c[nH]c2ccccc12,-23%,1%,2%,0%,33,7%
Cc1ccc(-n2nnnc2-c2cnc3ccc(Cl)cc3c2-c2ccccc2)cc1,-50%,-6%,-5%,18%,?,10µM*
CCC(C(=O)NCc1ccc(F)cc1)n1nc(C)n2c(cc3occc32)c1=O (configuration not stated),-23%,0%,6%,7%,8,?
Cc1cccc(C(C)(C)C)c1OCCN1CCCC1,5%,-3%,-14%,-5%,-28,?
c1ccc(C2=Nn3c(nnc3-c3cccs3)SC2)cc1,-16%,6%,1%,8%,69,?
O=C1c2ccccc2C(=O)c2[nH]cnc21,-15%,-6%,?,2%,-26,-21%
CCCCC(=O)Nc1cc(-c2nc3ncccc3o2)ccc1C,-13%,-1%,2%,0%,-39,1%
O=C(Cn1c(=O)oc2ccccc21)NCCc1ccccc1,-18%,-5%,-10%,6%,?,10%
CCOC(=O)C1CCCN(C(=O)c2sc3nc(C)nc(N4CCOCC4)c3c2C)C1 (configuration not stated),60%[activator],-6%,-2%,4%,-14,0%
Cc1cc(Oc2ccccc2)nc(SCC(=O)Nc2ccc(Cl)cc2Cl)n1,-17%,-1%,-1%,-14%,-18,?
NCCCC[C@H]1CNC(=S)N1CCCCC1CCCCC1,56%,-3%,12%,-2%,-21,?
Cc1ccc(NC(=O)COc2ccccc2CNC(C)(C)CC(C)(C)C)cc1,-4%,-5%,6%,-6%,-65*,?
COc1ccc(CCN2CC(C(=O)NCc3cnn(C(C)C)c3)CCC2=O)cc1 (configuration not stated),35%,-1%,/,-22%,-4,37%[activator]
Cc1cc(NC(=O)CCC(=O)N(C2CC2)C(C(=O)NC(C)(C)C)c2ccccc2Cl)no1 (configuration not stated),17%,3%,4%,1%,-22,-5%
O=C(/C=C\c1ccccc1)NCC(=O)N/N=C/c1ccc(O)cc1O,-30%,-4%,-2%,-4%,/,?
CC(C)NC(=O)COC(=O)CNC(=O)c1cc(Cl)cc([N+](=O)[O-])c1,-26%,-2%,6%,1%,-10,3%
COc1ccc(CCC(=O)OCC(=O)NCc2ccccc2)cc1,-13%,6%,/,?,-13,31%[activator]
O=C(NNS(=O)(=O)c1ccccc1)c1ccc([N+](=O)[O-])cc1,-5%,0%,-24%,0%,31,-8%
O=C(CN1C(=O)NC2(CCCC2)C1=O)Nc1ccccc1-c1ccccc1,-1%,3%,1%,7%,-6,-5%
C/C=C/C=C\C(=O)Nc1cccc(C2=NOC3(C2)C[C@@H](C(N)=O)N(C(=O)/C(C)=C/C)C3)c1 (some centres not stated),75%[activator],0%,-6%,2.5µM*,18,-10%
CCOC(=O)Nc1ccc(S(=O)(=O)Nc2nc(C)cc(C)n2)cc1,-19%,?,0%,-3%,16,12%
O=C(NCC1CCCCC1)C1CCN(C(=O)NC2CCCCC2)CC1,-15%,?,-2%,-2%,57,6%
COc1ccc(C2CC(C)=NN2C=O)cc1OC (configuration not stated),-7%,-3%,-1%,3%,-19,20%
O=C(COC(=O)c1ccco1)NCCc1ccc(Cl)cc1,-25%,-9%,/,-9%,-7,7%
CC(C)COC(=S)Nc1ccccc1,-27%,-12%,-2%,0%,-7,7%
Cc1cc(C(=O)CSc2nnc(-c3ccc(F)cc3)o2)c(C)n1CC1CCCO1 (configuration not stated),14%,?,-18%,-16%,?,5%
CC(C)NC(=O)N(C)C[C@H]1Oc2ccc(NC(=O)Nc3ccccc3)cc2C(=O)N([C@H](C)CO)C[C@@H]1C,-7%,/,/,/,-15,9%
Cc1nc(SCC(=O)Nc2ccc(CN3CCCC3)cc2)c2c(C)c(C)sc2n1,105%[activator],8%,/,-9%,0,?
CCOC(=O)c1c(-n2cccc2)sc2c1CCCC2=O,-7%,9%,3%,-4%,9,?
CC1=NN(c2cccc([N+](=O)[O-])c2)C(=O)C1,-45%,1%,-6%,35%,0,28%
COc1ccc(-c2nc(N)ncc2-c2csc(C)n2)c(O)c1,-11%,?,-8%,-2%,-11,?

# Two entries from above, set out differently:
Molecule | AmpC inh no detg | AmpC detergent | Giardia FBPA inh | Sm TGR inh | HCMV inh | HCV inh
CN1C(=O)c2ccc(NC(=O)C3CC3)cc2C1=O | -24% | -3% | / | 1% | 17 | 11%
O=C(Nc1ccc(OCc2cc(=O)n3ccccc3n2)cc1)c1ccccc1Cl | / | 21% | / | 5% | -28 | /

# Next section.
SMILES,AmpC inh no detg,AmpC detergent,Giardia FBPA inh,Sm TGR inh,HCMV inh,HCV inh
CS(=O)(=O)N1CCN(c2nc3ccc(Cl)cc3s2)CC1,-17%,5%,1%,1%,2,12%
N#C/C(=C/c1ccc2c(c1)OCO2)C(=O)Nc1ccc(O)cc1,-14%,1%,10%,1%,?,0%
CCOc1cc(CNC(CC)CO)ccc1OCC(=O)Nc1cccc(C(F)(F)F)c1 (configuration not stated),45%,3%,3%,-2%,-37,1.1µM*
COC(=O)c1ccc(CSc2nnc(-c3ccccc3)n2C)o1,2%[11.4 µM],-1%,4%,-36%,-8,7%
CCOC(=O)C1CCCN(Cc2ccccc2C)C1 (configuration not stated),-2%,3%,-21%,5%,4,6%
Cc1ccccc1/C=C1\SC(=S)N(/N=C/c2cc([N+](=O)[O-])ccc2O)C1=O,28µM*,1%,13%,-19%,-28,-28%
COC(=O)CC1COc2ccccc2N1C(=O)/C=C/c1ccccc1 (configuration not stated),32%,-2%,4%,0%,-1,-14%
C/C(=N\NC(=O)c1nnn(-c2nonc2N)c1CSc1ccccc1)c1ccco1,-27%,7%,/,-7%,-33,-5%
NC(=O)c1nsc(C(=O)N(CC(=O)NCc2ccc(F)cc2)Cc2ccco2)c1N,-24%,1%,0%,3%,55,-2%
Cc1c(S(=O)(=O)N2CCN(c3cccc(Cl)c3)CC2)c(=O)n(C)c(=O)n1C,17%,0%,/,-5%,-39,/

# Some of the entries so far, with bars between the fields.
structure | AmpC inh no detg | AmpC detergent | Giardia FBPA inh | Sm TGR inh | HCMV inh | HCV inh
O=C(NCC1CCCCC1)C1CCN(C(=O)NC2CCCCC2)CC1 | -15% | ? | -2% | -2% | 57 | 6%
COc1ccc(C2CC(C)=NN2C=O)cc1OC (configuration not stated) | -7% | -3% | -1% | 3% | -19 | 20%
O=C(COC(=O)c1ccco1)NCCc1ccc(Cl)cc1 | -25% | -9% | / | -9% | -7 | 7%
CC(C)COC(=S)Nc1ccccc1 | -27% | -12% | -2% | 0% | -7 | 7%
Cc1cc(C(=O)CSc2nnc(-c3ccc(F)cc3)o2)c(C)n1CC1CCCO1 (configuration not stated) | 14% | ? | -18% | -16% | ? | 5%

# (listing goes on)
SMILES,AmpC inh no detg,AmpC detergent,Giardia FBPA inh,Sm TGR inh,HCMV inh,HCV inh
Cc1ccc(S(=O)(=O)NNC(=O)Cc2cccn2C)cc1,-25%,-1%,-3%,-19%,-25,6%
COc1ccc(C(=O)N2CCCC(CNC(=O)c3ccc(F)cc3)C2)cc1OC (configuration not stated),0%,2%,/,-1%,-16,23%
CC(=O)C[C@@H](O)CC(=O)[C@@H]1OC(=O)[C@@H](C)CCCCc2ccccc21,7%,/,/,/,-9,9%
Cc1cc(C(=O)N2CCN(c3ccc(F)cc3)CC2)on1,-10%,-6%,12%,-1%,-10,30%[activator]
COC(=O)c1c(O)cc(C(C)(C)C)n(-c2ccc(F)cc2)c1=O,-27%,0%,2%,1%,55,0%
C/C(=C(\C#N)C(=O)NCCN1CCOCC1)N(C)C,-16%,1%,3%,14%,-8,0%
CC1Cc2c([nH]c3ccccc23)C2c3ccccc3CN12 (configuration not stated),-16%,-3%,-13%,22µM*,36,-31%
CCCn1nc(C(=O)NNC(=O)c2cc(S(=O)(=O)NC)ccc2Br)c2ccccc2c1=O,-36%,-12%,/,-9%,-5,-12%
Cc1nn(CC(=O)Nc2ccc(C(C)C)cc2)c(C)c1[N+](=O)[O-],-1%[2.29 µM],-6%,-5%,-1%,-37,?
COc1cccc(NC(=S)N2CCn3c(nc4ccccc43)C2)c1,-29%,5%,-4%,0%,36,-17%
C=CCC(NCc1ccccc1)c1ccc(Cl)cc1 (configuration not stated),-22%,-2%,-9%,-1%,-3,5%
COc1ccc(NS(=O)(=O)c2cc3c(cc2C)N(C(C)=O)CCO3)cc1,15%,-9%&-10%,-8%,-6%&-10%,20&-4,-6%
COc1cc2c(cc1OC)C(COc1ccc3c(C)cc(=O)oc3c1)N(C(=O)c1cc(Cl)ccc1OC)CC2 (configuration not stated),/,10%,/,-10%,17,/
CC/C(=N\O)c1ccc(O)c(OC)c1,-16%,-15%,-3%,7%,-11,-8%
C[C@@H](NC(=O)c1nc[nH]c1C(=O)N1CCN(C(=O)OC(C)(C)C)CC1)c1ccccc1,62%[activator],2%,/,1%,-17,14%
CCOc1ccc(C(=O)NC(=S)Nc2ncccc2C)cc1[N+](=O)[O-],-2%,-1%,?,15%,45,?
